# PriA SSB inh – inhibitors of Klebsiella pneumoniae PriA binding to SSB C-terminal tail; AID 1272365; actives 0.6% (n = 430,000); inhibition, % at 33 µM; AlphaScreen SSBct-PriA binding, biotinylated peptide; in the data active means inhibition mostly above about 37%, no sharp cut-off; inactive means mostly below about 20%;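 further: plate controls were negative control peptide for no effect and reference peptide for full effect; strong numbers were not always called active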
# CCHF vOTU inh – CCHFV vOTU protease inhibition. inhibition, % at 11.5 µM. AID 651958. actives 0.55% (n = 370,000). Pep-AMC fluorescence; in the data active means inhibition above about 30%; further: 0% = vehicle wells with enzyme and 100% = no enzyme wells
# Vc quorum ag – quorum light induction in luxS cqsA deficient V. cholerae | AID 588436 | activation, % at 18.7 µM | actives 0.16% (n = 350,000) | V. cholerae BH1578 lux reporter, luminescence, 6 h; in the data active means activation mostly above about 9.7%, no sharp cut-off; further: not every result past the cut was called active; inactives centre near 0; reference of the scale not given here
# DUSP3 inh – DUSP3 (human) phosphatase inhibition; actives 0.52% (n = 290,000); AID 1654; recombinant VHR phosphatase, pNPP absorbance; inhibition, % at 13.3 µM; in the data active means inhibition above about 50%; further: some compounds called inactive have numbers as strong as hits
# Target sequence (P51452 whole entry, looked up): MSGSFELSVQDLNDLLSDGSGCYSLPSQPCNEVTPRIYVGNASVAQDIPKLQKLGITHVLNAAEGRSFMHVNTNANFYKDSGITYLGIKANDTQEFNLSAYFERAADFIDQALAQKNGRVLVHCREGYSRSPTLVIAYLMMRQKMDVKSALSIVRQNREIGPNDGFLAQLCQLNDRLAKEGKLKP
# PrPC surface inh – inhibitors of human cell surface prion protein PrPC | actives 0.43% (n = 370,000) | P04156 | inhibition, % at 13.8 µM | TR-FRET read-out; in the data active means inhibition above about 24%; further: 0% = median of the test wells and 100% = reference compound wells
# TcdB inh – TcdB glycohydrolase inhibition. TcdB glycohydrolase enzymatic assay, plate reader. inhibition, % at 9.99 µM. actives 0.24% (n = 350,000). AID 652162; in the data active means inhibition above about 10%
# Rv3671c inh – inhibits the M. tuberculosis serine protease Rv3671c; P9WHR9; inhibition, % at 5.96 µM; actives 0.048% (n = 320,000); AID 2606; in the data active means inhibition above about 38%;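 further: extracellular domain of Rv3671c used as enzyme; 0% = enzyme with DMSO and 100% = no enzyme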
# Target sequence (P9WHR9 whole entry, looked up, the tested form may be a part): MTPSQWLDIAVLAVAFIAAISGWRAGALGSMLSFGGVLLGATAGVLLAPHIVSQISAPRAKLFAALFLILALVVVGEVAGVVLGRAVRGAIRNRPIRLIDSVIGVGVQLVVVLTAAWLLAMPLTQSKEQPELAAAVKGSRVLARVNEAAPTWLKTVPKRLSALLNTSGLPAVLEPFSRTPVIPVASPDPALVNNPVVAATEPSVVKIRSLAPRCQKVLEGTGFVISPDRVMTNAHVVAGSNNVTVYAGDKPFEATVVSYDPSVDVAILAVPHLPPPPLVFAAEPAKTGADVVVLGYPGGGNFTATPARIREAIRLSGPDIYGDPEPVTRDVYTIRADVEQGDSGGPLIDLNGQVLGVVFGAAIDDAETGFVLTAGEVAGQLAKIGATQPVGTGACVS
# Y pestis TopoI – blocks Yersinia pestis topoisomerase I activity | Y. pestis Topo-I cleavage product accumulation, plate reader | activity, % at 10 µM | actives 0.064% (n = 360,000) | AID 504884; in the data active means activity above about 50%, passing the limit was not always enough; further: inactives centre near 2
# MazEF act – activators of E. coli MazEF toxin-antitoxin RNase; FAM/BHQ RNA-DNA oligo cleavage fluorescence, 5 h; activation, % at 20 µM; actives 0.32% (n = 350,000); AID 504720; in the data active means activation above about 50%
# Target sequence (P0AE70 whole entry, looked up): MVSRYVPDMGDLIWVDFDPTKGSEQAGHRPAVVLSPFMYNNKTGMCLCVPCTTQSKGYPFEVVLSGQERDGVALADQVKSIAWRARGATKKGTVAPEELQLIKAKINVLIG
# SARS 3CLpro inh – SARS-CoV 3CLpro protease inhibition; actives 0.14% (n = 290,000); AID 1706; inhibition, % at 6 µM; P0C6X7; recombinant SARS-CoV 3CLpro, quenched FRET peptide cleavage; in the data active means inhibition above about 12%
# Starred values were filed as active, the others as inactive; i = inactive; x = no result given. Only part of the results is shown; the hit share may differ from the screen's.
SMILES,PriA SSB inh,CCHF vOTU inh,Vc quorum ag,DUSP3 inh,PrPC surface inh,TcdB inh,Rv3671c inh,Y pestis TopoI,MazEF act,SARS 3CLpro inh
O=C(CCNC(=O)c1ccc(Br)o1)NCc1ccc(Cl)cc1,3,-13,i,-2,3,1.0,-5,5,0,-7
Cc1nc2ccccc2c(=O)n1-c1ccc(F)cc1,2,-13,i,-5,1,x,-5,2,5,1
NC(=O)NC1(C(=O)O)CCCC1,-5,-9,-0.9,x,2,0.5,x,-8,-15,x
O=C(NNC(=O)C1[C@H]2CCCC[C@@H]12)c1ccc(=O)oc1 (stereo not given in full),5,-12,i,17,6,0.7,0,-4,-30,11
CCOC(=O)c1sc2ccccc2c1NC(=O)c1coc2ccccc2c1=O,-13,7,i,19,-1,x,0,10,-5,-1
CCN1CSC(=S)N(Cc2ccc(OC)cc2)C1,-6,-4,-3.1,22,1,0.7,10,2,5,-5
CCC1=C(OC(=O)N(CC)CC)N2C(=O)OC(=NCc3ccccc3)[C@]2(C)[C@H]2C1=CC[C@H]1C(=O)N(CC(=O)OC)C(=O)[C@H]12,3,15,-1.0,30,10,1.3,0,23,1,x
COC(=O)c1c(C(=O)OC)c2n(c1C)Cc1ccccc1C2,-10,-1,-5.3,26,-2,x,-4,-8,11,-5
C/C(=N/NC(=O)CNC(=O)c1ccncc1)c1ccco1,x,-3,-0.5,-4,2,0.4,2,3,7,4
O=C(NN=C1CCCC1)c1cc(O)cc(O)c1,-20,6,i,-2,4,0.4,0,-3,5,-3
Cc1c(C)n(C)c2ccc(C(=O)N3CCN(c4ccccn4)CC3)cc12,18,-15,0.3,18,-3,-0.3,-10,14,2,-3
CC12CCC(=O)N1C(C(=O)Nc1ccc(F)cc1)CS2 (stereo not given),-18,9,i,37,2,-3.0,-10,6,1,1
CC(C)[N+]1=C2C=CC=CC=C2SC12C([N+](=O)[O-])=CC(=[N+]([O-])[O-])C=C2[N+](=O)[O-] (stereo not given),-4,22,-0.8,-3,-12,-0.2,-3,2,0,0
c1ccc(OCc2nc(-c3cccs3)no2)cc1,-116,5,i,8,3,x,8,8,-6,3
O=C(NCCN1CCOCC1)C1CCN(S(=O)(=O)c2ccccc2)CC1,x,-4,i,x,7,0.1,x,1,10,x
O=C(CSc1nnc(-c2cccs2)n1-c1ccccc1)c1ccc2c(c1)OCCO2,-12,0,0.3,36,0,x,0,0,3,x
COc1ccc(OC)c(S(=O)(=O)NC2CCN(Cc3ccccc3)CC2)c1,-17,-9,-1.0,5,-1,x,0,4,8,-5
COc1ccccc1CNC(=O)CCS(=O)(=O)c1ccc(Cl)cc1,-3,-3,i,x,0,-0.5,-2,1,2,x
COc1cc(OC)c(-n2c(C)cc(C=O)c2C)cc1Cl,15,2,0.1,-15,-8,x,1,-2,-6,0
CC1CCC2(CC1)OCC1(CCC3(COC4(CCC(C)CC4)OC3)C1=O)CO2 (stereo not given),-6,-15,-0.5,9,-3,0.3,-6,0,4,4
CCC(C)c1c(N)n(S(=O)(=O)c2ccc(C)cc2)oc1=O (stereo not given),-1,7,i,x,-1,1.1,x,4,3,x
COc1cc(C(=O)NCc2ccccc2)cc(Br)c1OC,-13,3,0.6,2,8,2.6,-3,-4,-9,2
CCC1Oc2ccc(C)cc2N(CC(=O)NCCCN2CCCCC2CC)C1=O (stereo not given),-11,-1,-0.1,-5,0,x,-1,1,4,7
Cc1ccc(S(=O)(=O)n2cc(-c3ccccc3)c(N)n2)cc1,-1,2,2.8,6,3,x,6,-10,-4,5
Cc1ccc(C)c(-c2cc(C(=O)NNC(=S)NCC(C)C)c3ccccc3n2)c1,11,34*,-0.3,22,5,-1.1,13,-1,-3,2
COc1cccc(-n2c(SCC(=O)N3CCCCC3)nc3c([nH]c4ccccc43)c2=O)c1,-9,-6,-0.3,3,1,-1.2,1,2,-5,0
CCOc1ccc(C(=O)NCC(=O)NNC(=O)c2ccco2)cc1OCC,-14,-4,i,x,-1,0.4,0,-5,0,x
O=C(Nc1cccc(S(=O)(=O)N2CCOCC2)c1)C1COc2ccccc2O1 (stereo not given),-4,8,i,x,-3,0.4,x,-8,7,x
Cc1c(NC(=O)C(C#N)=C2CCCCC2)c(=O)n(-c2ccccc2)n1C,7,5,i,14,5,x,12,-3,-6,0
CC(C)[C@H](N)c1cn([C@@H](CC(N)=O)C(=O)N2CCNCC2)nn1,-40,-4,i,x,-3,-0.4,-12,8,6,x
Cc1cc(-c2ccccc2)n2ncc(-c3ccccc3)c2n1,-10,7,-0.2,4,-9,0.5,-6,14,-7,0
Cc1cccc(Cn2c(NCC(C)O)nc3c2c(=O)n(C)c(=O)n3C)c1 (stereo not given),-5,6,-0.6,3,2,x,1,-1,1,0
CCc1cc2c(=O)c(-c3nc4ccccc4n3C)c(COCC(=O)O)oc2cc1OC(=O)C(C)(C)C,-15,0,i,28,3,x,0,12,-2,-3
CCN(C(=O)CSc1nc2scc(-c3ccccc3)c2c(=O)n1C)C1CCS(=O)(=O)C1 (stereo not given),5,-6,i,x,0,0.7,5,-1,-6,x
O=C(NCCc1ccccc1)C(=O)c1c[nH]c2ccccc12,0,10,i,20,10,0.9,-22,-5,1,2
Cc1ccc(N(C)S(=O)(=O)c2ccc(C)cc2)cc1,-30,-2,-0.3,-10,5,x,1,22,7,2
COc1ccc(N(CCCN2C(=O)c3cccc4cccc(c34)C2=O)C(=O)c2cccs2)cc1,1,-13,i,-5,-4,-0.4,-44,29,-12,2
CC(Sc1nnnn1-c1ccccc1)C(=O)NC1CCCC1 (stereo not given),-7,16,-1.4,x,0,1.6,3,-4,2,x
O=C(Nc1c(C(=O)N2CCCCC2)cnn1-c1ccccc1)c1ccco1,-20,-4,-6.9,7,3,-0.4,1,-6,-6,0
COc1cccc(C(=O)OCC(=O)c2ccc(S(=O)(=O)N3CCCCC3)cc2)c1OC,-11,12,-0.7,x,6,0.8,x,7,-3,x
CCc1ccc2c(c1)NC(=O)C2(C)Cc1ccccc1Cl (stereo not given),x,1,i,x,4,0.6,x,15,x,x
O=C(C[C@H]1C(=O)N(c2ccccc2)C[C@@H]1Cc1ccccc1)Nc1ccc(Br)cc1,x,-4,-0.5,x,12,1.1,x,-4,-2,x
CCN(C(=O)c1cn(C)c(=O)c2ccccc12)c1ccccc1F,1,17,-0.7,-5,11,0.6,-2,3,0,-5
COc1ccccc1C1SCCN1S(=O)(=O)c1cccc(C(F)(F)F)c1 (stereo not given),-45,13,i,18,5,2.0,-2,-1,2,-2

# Entries above that have an aryl methoxy group, in the order listed:
SMILES,PriA SSB inh,CCHF vOTU inh,Vc quorum ag,DUSP3 inh,PrPC surface inh,TcdB inh,Rv3671c inh,Y pestis TopoI,MazEF act,SARS 3CLpro inh
CCN1CSC(=S)N(Cc2ccc(OC)cc2)C1,-6,-4,-3.1,22,1,0.7,10,2,5,-5
COc1ccc(OC)c(S(=O)(=O)NC2CCN(Cc3ccccc3)CC2)c1,-17,-9,-1.0,5,-1,x,0,4,8,-5
COc1ccccc1CNC(=O)CCS(=O)(=O)c1ccc(Cl)cc1,-3,-3,i,x,0,-0.5,-2,1,2,x
COc1cc(OC)c(-n2c(C)cc(C=O)c2C)cc1Cl,15,2,0.1,-15,-8,x,1,-2,-6,0
COc1cc(C(=O)NCc2ccccc2)cc(Br)c1OC,-13,3,0.6,2,8,2.6,-3,-4,-9,2
COc1cccc(-n2c(SCC(=O)N3CCCCC3)nc3c([nH]c4ccccc43)c2=O)c1,-9,-6,-0.3,3,1,-1.2,1,2,-5,0
COc1ccc(N(CCCN2C(=O)c3cccc4cccc(c34)C2=O)C(=O)c2cccs2)cc1,1,-13,i,-5,-4,-0.4,-44,29,-12,2
COc1cccc(C(=O)OCC(=O)c2ccc(S(=O)(=O)N3CCCCC3)cc2)c1OC,-11,12,-0.7,x,6,0.8,x,7,-3,x
COc1ccccc1C1SCCN1S(=O)(=O)c1cccc(C(F)(F)F)c1 (stereo not given),-45,13,i,18,5,2.0,-2,-1,2,-2
